Screening results (PubChem)
AMA1-RON2 inh: qHTS for Inhibitors of AMA1-RON; Towards Development of Antimalarial Drug Lead: Primary Screen; Potency, µM (doses to about 58.2 µM), for inactives: at the top dose activity change, negative = inhibition, hits mostly inhibitors; actives 0.2% (n = 360,000); AID 720542, 2013; AlphaScreen AMA1-biotinylated RON2 peptide binding; Plasmodium falciparum AMA1 (3D7) - RON2 peptide interaction;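 also: potency is read from the fitted curve at half-maximal effect; 0% = vehicle wells and -100% = peptide control; nearly all actives have a fitted effect of over 45% in size; some results filed as inactive show a strong effect at the top dose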
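AMA1 (3D7) with his tag at 25 nM final met compounds first, then biotinylated RON2 peptide at 25 nM; detection used donor plus acceptor beads, 10 µg/mL apiece, read by AlphaScreen after 30 min at room temperature.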
Shiga toxin inh: A qHTS for Small Molecule Inhibitors of Shiga Toxin; Vero cells, Shiga toxin protein synthesis inhibition reporter; inhibition, % at 38.7 µM; actives 9.2% (n = 290,000); in the data active = inhibition mostly above about 28%, no sharp cut-off; inactive = mostly below about 43%; also: 0% is about no effect
LmPK inh: qHTS Assay for Inhibitors of Leishmania Mexicana Pyruvate Kinase (LmPK); purified LmPK, Kinase-Glo ATP luminescence, 1 h; actives 0.37% (n = 290,000); Potency, µM (top dose mostly 57.5 µM), inactives show at the highest dose activity change, negative = inhibition, hits mostly inhibitors; Q27686; also: potency is read from the fitted curve at half-maximal effect; % is scaled to controls: 0 for no effect and ±100 for the full control effect
Target sequence (Q27686 whole entry, looked up): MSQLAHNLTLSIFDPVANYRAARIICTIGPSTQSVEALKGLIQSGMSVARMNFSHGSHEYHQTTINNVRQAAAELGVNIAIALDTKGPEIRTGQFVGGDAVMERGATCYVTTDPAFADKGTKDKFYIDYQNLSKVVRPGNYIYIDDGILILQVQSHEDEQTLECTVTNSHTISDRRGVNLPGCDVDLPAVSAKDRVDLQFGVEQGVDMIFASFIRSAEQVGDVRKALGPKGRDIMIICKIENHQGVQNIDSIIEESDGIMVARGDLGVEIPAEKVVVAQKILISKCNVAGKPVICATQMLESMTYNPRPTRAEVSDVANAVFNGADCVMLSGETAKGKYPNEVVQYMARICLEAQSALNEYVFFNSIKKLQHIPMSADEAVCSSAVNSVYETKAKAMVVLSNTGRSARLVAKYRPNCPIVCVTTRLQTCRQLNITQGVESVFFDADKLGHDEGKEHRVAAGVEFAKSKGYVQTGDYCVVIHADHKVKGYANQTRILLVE
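Purified LmPK (0.1 nM) converted ADP (0.1 mM) to ATP with PEP (0.5 mM) in imidazole buffer pH 7.2 with KCl and MgCl2, 1 h at room temperature. ATP was read by Kinase-Glo luminescence; data normalized to uninhibited and no-enzyme controls.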
Pf growth 96h: Primary qHTS for delayed death inhibitors of the malarial parasite plastid, 96 hour incubation; Potency, µM (highest dose often 28.7 µM), without a hit: at the top dose activity change, negative = inhibition, usual class: inhibitors; actives 6.9% (n = 320,000); P. falciparum luciferase reporter growth, 96 h; AID 504834, 2011; also: potency is read from the fitted curve at half-maximal effect; % is scaled to controls: 0 for no effect and ±100 for the full control effect
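Infected RBCs, 2% Hct / 0.05% parasitemia final; luciferase-reporter P. falciparum; cpd 96 h, 37 C, 5% CO2; luciferase detection reagent; luminescence.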
Pf growth 48h: Primary qHTS for delayed death inhibitors of the malarial parasite plastid, 48 hour incubation; P. falciparum luciferase growth in erythrocytes, 48 h; Potency, µM (highest dose often 28.7 µM), without a hit: at the top dose activity change, negative = inhibition, actives largely listed as inhibitors; actives 5.9% (n = 310,000); AID 504832, 2011; also: potency is read from the fitted curve at half-maximal effect; % is scaled to controls: 0 for no effect and ±100 for the full control effect
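Luciferase-expressing P. falciparum in infected erythrocytes (2% hematocrit, 0.1% parasitemia final) in RPMI 1640/0.5% Albumax were exposed to compound for 48 hours at 37 C, 5% CO2; growth read as luminescence.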
Cycloheximide cs: Cycloheximide Counterscreen for Small Molecule Inhibitors of Shiga Toxin. cell reporter, cycloheximide protein synthesis inhibition counterscreen. max response, %. actives 12% (n = 300,000). AID 2314, 2010; in the data active = max response mostly above about 13%, no sharp cut-off; inactive = mostly below about 14%; also: read at 38.3 µM for the half of the compounds with a filed dose; 0% is about no effect
Tb PYK inh: qHTS of Trypanosoma Brucei Inhibitors; TbPYK enzyme, Kinase-Glo Plus ATP luminescence, 45 min; actives 0.12% (n = 410,000); AID 624173, 2012; pyruvate kinase (Trypanosoma brucei), Q57TT1; Potency, µM (highest dose often 76.8 µM), for the others: at the top dose activity, negative = inhibition, hits mostly inhibitors; also: potency is read from the fitted curve at half-maximal effect; % is scaled to controls: 0 for no effect and ±100 for the full control effect; nearly all actives have a fitted effect of over 50% in size
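Enzyme and substrate buffer are dispensed first and compound is pin-transferred. ADP at 130 uM final then starts the reaction, which runs 45 min at room temperature. Detection reagent is added for 10 min before luminescence is imaged.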
* hit, by the source's call; [ ] = another dose, or the depositor's remark. Unless noted, calls follow the shape of the dose curve; as a rule, active = well fitted curve in the direction sought with a large enough effect; inconclusive = small, poorly fitted or top-dose-only effect, or another doubt; inactive = no such curve, though single readings can be large; an effect the other way counts as inactive or inconclusive.

Screening O=C1CSCC(=O)N1Cc1ccc(Cl)c(Cl)c1 returned AMA1-RON2 inh 0%, Shiga toxin inh -10, LmPK inh 5%, Pf growth 96h 2%, Pf growth 48h 4%, Cycloheximide cs -4 and Tb PYK inh 2%.
O=C(CN1CCN(c2cccc(Cl)c2)CC1)c1ccc(O)cc1O was read as AMA1-RON2 inh -6%, Shiga toxin inh 6, LmPK inh 0%, Pf growth 96h 2%, Pf growth 48h 4%, Cycloheximide cs -5 and Tb PYK inh -1%.
`O=C(COC(=O)C12CC3CC(CC(O)(C3)C1)C2)NCCc1ccc(Cl)cc1` gave AMA1-RON2 inh 14%, Shiga toxin inh 5, LmPK inh 0%, Pf growth 96h -20%, Pf growth 48h 0%, Cycloheximide cs -3 and Tb PYK inh -3%.
For COc1ccc(Cl)cc1NC(=O)CSc1nnc(C2CC2)n1N the results were AMA1-RON2 inh 10%, Pf growth 96h 16%, Pf growth 48h 1% and Tb PYK inh 1%.
For CCOC(=O)c1ccc(S(=O)(=O)N2CCN(C3CC(=O)N(c4ccccc4C(F)(F)F)C3=O)CC2)cc1 (configuration not stated) the results were AMA1-RON2 inh -7%, Pf growth 96h 12µM*, Pf growth 48h 13µM* and Tb PYK inh -10%.
For O=C(NCCCn1ccnc1)c1ccccc1NS(=O)(=O)c1ccc(F)c(F)c1 the results were AMA1-RON2 inh 3%, Shiga toxin inh -5, LmPK inh 1%, Pf growth 48h -26%, Cycloheximide cs -2 and Tb PYK inh -6%.
O=C(Nn1cnc2ccccc2c1=O)c1ccc([N+](=O)[O-])cc1Cl was read as AMA1-RON2 inh 8%, Shiga toxin inh -12, LmPK inh 7%, Pf growth 96h inconclusive, Pf growth 48h 65%[activator], Cycloheximide cs 3 and Tb PYK inh -8%.
Screening C=CCNC(=O)C1CC2Cn3c(nc4cc5ccccc5cc43)C2N1C (configuration not stated) returned AMA1-RON2 inh 4%, Shiga toxin inh 38*, LmPK inh 0%, Pf growth 96h inconclusive, Pf growth 48h -6%, Cycloheximide cs 41* and Tb PYK inh -5%.
For Cc1nn(CC(=O)NNC(=O)c2ccccc2F)c([N+](=O)[O-])c1Br the results were AMA1-RON2 inh 79%[activator], Shiga toxin inh -17, LmPK inh 1%, Pf growth 96h 9%, Pf growth 48h 12%, Cycloheximide cs -3 and Tb PYK inh 5%.
CCCCCC(=O)Nc1cccc(C2=NOC3(C2)C[C@H](C(N)=O)N(C(=O)COc2ccc(Cl)cc2)C3)c1 (some centres not stated) was read as AMA1-RON2 inh 12%, Shiga toxin inh 4, LmPK inh 3%, Pf growth 96h inconclusive, Pf growth 48h inconclusive, Cycloheximide cs 0 and Tb PYK inh 3%.
For Cc1ccc(C)c(NC(=S)NCCc2ccc(F)cc2)c1 the results were AMA1-RON2 inh 55%[activator], Shiga toxin inh -7, LmPK inh 1%, Pf growth 96h inconclusive, Pf growth 48h 13µM*, Cycloheximide cs 1 and Tb PYK inh -13%.
COCCOc1cc(NC(=O)CS(=O)(=O)CC(=O)N(C)C)c(Cl)cc1Cl was read as AMA1-RON2 inh -2%, Shiga toxin inh -3, LmPK inh 2%, Pf growth 96h 3%, Pf growth 48h 0%, Cycloheximide cs 2 and Tb PYK inh 5%.
`Cc1ccc(S(=O)(=O)N2CCOc3ccccc32)c(C)c1NS(C)(=O)=O` gave AMA1-RON2 inh -4%, Shiga toxin inh -4, LmPK inh 3%, Pf growth 96h inconclusive, Pf growth 48h -4%, Cycloheximide cs -2 and Tb PYK inh -13%.
`Cc1ccc(OCCN2CCN(c3ncnc4sc(C)c(C)c34)CC2)cc1` gave AMA1-RON2 inh -23%, Shiga toxin inh -8, LmPK inh 1%, Pf growth 96h inconclusive, Cycloheximide cs 1 and Tb PYK inh -2%.
For O=C(NC1CCCCC1)c1ccc(-n2cnnn2)cc1 the results were AMA1-RON2 inh -2%, Shiga toxin inh -7, LmPK inh -1%, Pf growth 96h 25%, Pf growth 48h 15%, Cycloheximide cs -3 and Tb PYK inh -2%.
For O=C(COC(=O)CN1C(=O)C(=O)c2ccccc21)OCN1C(=O)c2ccccc2C1=O the results were AMA1-RON2 inh 12%, Shiga toxin inh -4, LmPK inh 0%, Pf growth 96h -4%, Pf growth 48h 9%, Cycloheximide cs -2 and Tb PYK inh -2%.
Cc1ccc(C2=NOC3(CC(=O)N(c4ccccc4)C3=O)C2)cc1 (configuration not stated) was read as AMA1-RON2 inh -8%, Shiga toxin inh -12, LmPK inh 4%, Pf growth 96h 30%, Pf growth 48h 53%[activator], Cycloheximide cs -1 and Tb PYK inh 2%.
Screening O=C(OCC(=O)N1CCN(C(=O)c2ccco2)CC1)c1cccc(S(=O)(=O)N2CCc3ccccc32)c1 returned AMA1-RON2 inh -1%, Shiga toxin inh 9, LmPK inh 1%, Pf growth 96h -28%, Pf growth 48h -4%, Cycloheximide cs 11 and Tb PYK inh 4%.
CCOc1ccccc1NS(=O)(=O)c1ccc(Br)s1 was read as AMA1-RON2 inh -1%, Shiga toxin inh 27, LmPK inh 4%, Pf growth 96h -29%, Pf growth 48h -10%, Cycloheximide cs -1 and Tb PYK inh -1%.
For CCCn1c(=O)[nH]c(=O)c2c1nc(-c1cc([N+](=O)[O-])ccc1Cl)n2CCOC the results were AMA1-RON2 inh -2%, Shiga toxin inh -16, LmPK inh -7%, Pf growth 96h inconclusive, Pf growth 48h inconclusive, Cycloheximide cs 0 and Tb PYK inh -2%.
`Cc1ccc(-c2ccnc3nc(Sc4ncc(C(F)(F)F)cc4Cl)nn23)cc1` gave AMA1-RON2 inh 19%, Shiga toxin inh 6, LmPK inh 2%, Pf growth 96h 0%, Pf growth 48h 2%, Cycloheximide cs 2 and Tb PYK inh -20%.
Screening COc1ccc(CCN(C)C(=O)CN2C(=O)NC3(CCCCCC3)C2=O)cc1OC returned AMA1-RON2 inh -6%[11.6 µM], Pf growth 96h -27%, Pf growth 48h -15% and Tb PYK inh 2%.
Nc1nnc(CC(=O)N/N=C/c2ccc(-c3ccccc3)o2)s1 was read as AMA1-RON2 inh 42%[activator], Shiga toxin inh -9, LmPK inh 2%, Pf growth 96h -4%, Pf growth 48h 22%, Cycloheximide cs -4 and Tb PYK inh -5%.
Screening O=C(COC(=O)c1nn(-c2ccccc2C(F)(F)F)cc1O)c1ccc(OC(F)F)cc1 returned AMA1-RON2 inh 13%, Pf growth 96h 22%, Pf growth 48h 3% and Tb PYK inh -1%.
`O=C(Nc1ccc(Cl)cc1)N1CCN(Cc2ccc3c(c2)OCO3)CC1` gave AMA1-RON2 inh -16%, Shiga toxin inh -5, LmPK inh 5%, Pf growth 96h -5%, Pf growth 48h inconclusive, Cycloheximide cs 0 and Tb PYK inh 7%.
CC1(C)OC(=O)C(=CNc2ccccc2F)C(=O)O1 was read as AMA1-RON2 inh -16%, Shiga toxin inh -1, LmPK inh -4%, Pf growth 96h 12%, Pf growth 48h -2%, Cycloheximide cs 1 and Tb PYK inh 1%.
`CCCNC(=O)NC(=O)COC(=O)CC(NC(N)=O)c1ccc(Cl)cc1` (configuration not stated) gave AMA1-RON2 inh 3%, Shiga toxin inh -14, LmPK inh 1%, Pf growth 96h 36%[activator], Pf growth 48h 9%, Cycloheximide cs -1 and Tb PYK inh 5%.
For CC1(C)Cc2c(sc(NC(=O)c3ccc(C(=O)c4ccccc4)cc3)c2C#N)C(C)(C)N1 the results were AMA1-RON2 inh -11%, Shiga toxin inh 15, LmPK inh -1%, Pf growth 96h inconclusive, Pf growth 48h -10%, Cycloheximide cs 10 and Tb PYK inh -2%.
CC(NS(=O)(=O)c1ccc2c(c1)CC(C)N2C(=O)C1CC1)c1ccccc1 (configuration not stated) was read as AMA1-RON2 inh -4%, Shiga toxin inh -2, LmPK inh -1%, Pf growth 96h 7%, Pf growth 48h -1%, Cycloheximide cs -1 and Tb PYK inh 2%.
For CC(=O)N(Cc1ccc(F)cc1)C1=C(NCCc2ccccc2)C(=O)c2ccccc2C1=O the results were AMA1-RON2 inh inconclusive, Shiga toxin inh -11, LmPK inh 9%, Pf growth 96h 0.0037µM*, Cycloheximide cs -2 and Tb PYK inh 1%.

Looked up one by one from the entries so far (two):
Nc1nnc(CC(=O)N/N=C/c2ccc(-c3ccccc3)o2)s1 was read as AMA1-RON2 inh 42%[activator], Shiga toxin inh -9, LmPK inh 2%, Pf growth 96h -4%, Pf growth 48h 22%, Cycloheximide cs -4 and Tb PYK inh -5%.
CC(NS(=O)(=O)c1ccc2c(c1)CC(C)N2C(=O)C1CC1)c1ccccc1 (configuration not stated) was read as AMA1-RON2 inh -4%, Shiga toxin inh -2, LmPK inh -1%, Pf growth 96h 7%, Pf growth 48h -1%, Cycloheximide cs -1 and Tb PYK inh 2%.

Some of these compounds in order of count of non-hydrogen atoms, high to low:
Screening COc1ccc(CCN(C)C(=O)CN2C(=O)NC3(CCCCCC3)C2=O)cc1OC returned AMA1-RON2 inh -6%[11.6 µM], Pf growth 96h -27%, Pf growth 48h -15% and Tb PYK inh 2%.
`Cc1ccc(-c2ccnc3nc(Sc4ncc(C(F)(F)F)cc4Cl)nn23)cc1` gave AMA1-RON2 inh 19%, Shiga toxin inh 6, LmPK inh 2%, Pf growth 96h 0%, Pf growth 48h 2%, Cycloheximide cs 2 and Tb PYK inh -20%.
`O=C(Nc1ccc(Cl)cc1)N1CCN(Cc2ccc3c(c2)OCO3)CC1` gave AMA1-RON2 inh -16%, Shiga toxin inh -5, LmPK inh 5%, Pf growth 96h -5%, Pf growth 48h inconclusive, Cycloheximide cs 0 and Tb PYK inh 7%.

New compounds follow
COc1ccc(-c2cn3c(C)c(C(=O)N4CCN(c5ccc(F)cc5)CC4)sc3n2)cc1 was read as AMA1-RON2 inh -9%, Shiga toxin inh -8, LmPK inh 1%, Pf growth 96h 47%[activator], Cycloheximide cs -4 and Tb PYK inh -1%.
Screening O=C(CN1CCN(S(=O)(=O)c2ccccc2)CC1)Nc1ccc2c(c1)CCC2 returned AMA1-RON2 inh -6%, Shiga toxin inh 15, LmPK inh -2%, Pf growth 96h inconclusive, Pf growth 48h 3%, Cycloheximide cs 0 and Tb PYK inh 0%.
For O=C(CN1CCOCC1)Nc1scc(-c2ccccc2)c1C(=O)N1CCOCC1 the results were AMA1-RON2 inh 28%, Shiga toxin inh -10, LmPK inh 3%, Pf growth 96h 10%, Pf growth 48h -30%, Cycloheximide cs -2 and Tb PYK inh 0%.
`CCCNC(=O)OC[C@H]1O[C@H](CCO/N=C/[C@@H](NS(=O)(=O)c2ccc(C)cc2)[C@H](C)/C=C/CC(=O)OC)C=C[C@@H]1Oc1ccc(OC)cc1` gave Shiga toxin inh -9, LmPK inh -1%, Pf growth 96h 7.4µM*, Pf growth 48h inconclusive and Cycloheximide cs -2.
